M1AAP inhibition: malaria alanyl aminopeptidase activity blockers – biochemical, fluorogenic H-Leu-NHMec substrate, 1536-well (AID 1445) | one-dose inhibition, % at 30 µM; IC50 in µM for titrated hits | 0.42% of 220,000 active | recombinant M1AAP, H-Leu-NHMec fluorogenic kinetic assay; higher % means a stronger effect;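 active = primary inhibition above the hit cutoff, then over 50% inhibition at one or more dose response concentrations, cut at about 23% in these data, passing the limit was not always enough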;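 note: plate controls were DMSO full reaction for no effect and no enzyme background for full effect; strong numbers were not always called active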
human PMI inhibition: MPI enzyme activity inhibition – biochemical, fluorescence intensity, coupled assay, primary screen (AID 1209). inhibition, % at 20 µM, or IC50 in µM where a hit was titrated. purified PMI enzyme, coupled fluorescence intensity; higher % means a stronger effect. 0.42% of 190,000 active;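 note: plate controls were DMSO vehicle for no effect and wells lacking substrate for full effect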
P. falciparum M17LAP: P. falciparum M17LAP inhibitors, primary screen, biochemical, fluorogenic H-Leu-NHMec substrate, 1536-well (AID 1619); 0.38% of 220,000 active; recombinant M17LAP, H-Leu-NHMec fluorogenic kinetic assay; higher % means a stronger effect; inhibition, % at 30 µM, or IC50 in µM where a hit was titrated;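 active = compound inhibiting the enzyme by more than half at any dose during confirmatory dose-response retesting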;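 note: plate controls were full reaction with DMSO carrier for no effect and no enzyme background for full effect; strong numbers were not always called active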
LYP phosphatase: PTPN22 lymphoid phosphatase activity blockers – biochemical, fluorescence intensity, uHTS (AID 1779). recombinant LYP phosphatase, fluorescence intensity; higher % means a stronger effect. inhibition, % at 11.5 µM; hits with a dose series show IC50 in µM. 0.054% of 290,000 active;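 note: plate controls were vehicle with enzyme for no effect and no enzyme for full effect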
human PMI inhibitors: human PMI inhibitors, high substrate, primary screen, biochemical, fluorescence intensity, high mannose 6-phosphate (AID 1220). inhibition, % at 20 µM; hits with a dose series show IC50 in µM. 0.66% of 190,000 active. recombinant PMI enzyme, coupled fluorescence intensity; higher % means a stronger effect
ER stress rescue: rescue of cells from ER stress-induced death, primary screen, 384-well, CSM14.1, thapsigargin, ATP luminescence (AID 1222) | CSM14.1 thapsigargin-induced death rescue, ATP luminescence; higher % means a stronger effect | one-dose cellular ATP content (survival), % at 20 µM; EC50 in µM for titrated hits | 190,000 tested, under 10 active;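 active = EC50 below 50 µM in the dose-response confirmation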;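 note: death triggered by thapsigargin at about 15 µM added after 2 h compound pretreatment; cell ATP read after overnight thapsigargin exposure of roughly 18 to 22 hours; normalized against plate controls of thapsigargin alone and 5% DMSO vehicle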
XIAP displacement: XIAP antagonists, biochemical, IAP family, fluorescence polarization (AID 1018); XIAP BIR domain, fluorescence polarization peptide displacement; higher % means a stronger effect; one-dose displacement, % at 20 µM; IC50 in µM for titrated hits; 0.007% of 200,000 active; in the data active = displacement above about 50%; note: a part of the inactive calls stands beside numbers as strong as those of hits
Myeloid diff MLP: myeloid differentiation induction; ER-HoxA9 myeloid progenitors, lysozyme-GFP differentiation, flow cytometry; calls only at 10 µM; 1% of 360,000 active; AID 624256;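 active = normalized GFP-positive differentiation at or above the plate's own cutoff, the solvent-only control mean plus 3 SD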;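 note: cells exposed to compound for four days before flow analysis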
TNAP activation fold: human TNAP enzyme activators, primary screen, biochemical, luminescent, no phosphate acceptor, uHTS (AID 1001) | one-dose activation fold at 20 µM; EC50 in µM for titrated hits | 0.03% of 200,000 active | purified TNAP, luminescent activation assay, no phosphate acceptor; higher activation fold means a stronger effect; in the data active = activation fold from about 3, or a potency from the dose series; inactive = the rest, 99 in 100 with activation fold below about 1.6; note: many of its hits are not listed in these tables
Myeloid diff MLP GFP+ MAC1+ %: recorded beside Myeloid diff MLP, whose call it bears; GFP+ MAC1+ double positive, %; measured here: differentiation confirmed by MAC1 staining
* hit, by the source's call. Cut-off read from the data, not from the text of the source, unless noted: active = inhibition above about 50%; inactive = the rest.

For CN(C)c1ccc(C(=O)OCC(=O)N2CCOCC2)cc1 the results were M1AAP inhibition 2%, human PMI inhibition -6%, P. falciparum M17LAP 3%, LYP phosphatase -4%, human PMI inhibitors -4%, ER stress rescue 0.2%, XIAP displacement 3.1%, Myeloid diff MLP inactive, TNAP activation fold 1.1 and Myeloid diff MLP GFP+ MAC1+ % 0.1.
For CC1CCc2c(C(=O)NCc3cccnc3)csc2C1 (stereo not drawn) the results were M1AAP inhibition 3%, human PMI inhibition 17%, P. falciparum M17LAP 13%, LYP phosphatase 0%, human PMI inhibitors 10%, ER stress rescue -0.2%, XIAP displacement -23%, Myeloid diff MLP inactive, TNAP activation fold 1 and Myeloid diff MLP GFP+ MAC1+ % 0.1.
Cc1ccc2c(c1)C(O)(CC(=O)/C=C/C=C/c1ccccc1)C(=O)N2 (stereo not drawn) was read as M1AAP inhibition 17%, human PMI inhibition 1%, P. falciparum M17LAP 25%, LYP phosphatase 3%, human PMI inhibitors 1%, ER stress rescue -7.3%, XIAP displacement -6.2%, Myeloid diff MLP inactive, TNAP activation fold 1.1 and Myeloid diff MLP GFP+ MAC1+ % 0.8.
CCN(CC)S(=O)(=O)c1ccc(N=Nc2c(N)[nH]c(=O)[nH]c2=O)cc1 was read as M1AAP inhibition 3%, P. falciparum M17LAP 0%, LYP phosphatase -5%, Myeloid diff MLP inactive and Myeloid diff MLP GFP+ MAC1+ % 0.4.
Screening CC(Sc1nnc(Cc2cccs2)n1C1CCCCC1)C(=O)N1CCc2ccccc21 (stereo not drawn) returned M1AAP inhibition 1%, human PMI inhibition 17%, P. falciparum M17LAP 0%, LYP phosphatase 5%, human PMI inhibitors 6%, ER stress rescue -0.9%, XIAP displacement -7.1%, Myeloid diff MLP inactive, TNAP activation fold 1.1 and Myeloid diff MLP GFP+ MAC1+ % 0.9.
Screening CC(C)CCN(C(=S)Nc1cccc(F)c1)C1CCN(C(C)C)CC1 returned M1AAP inhibition -1%, human PMI inhibition 5%, P. falciparum M17LAP 1%, LYP phosphatase -6%, human PMI inhibitors 2%, ER stress rescue 5.9%, XIAP displacement -4.1%, Myeloid diff MLP inactive, TNAP activation fold 1.1 and Myeloid diff MLP GFP+ MAC1+ % 1.5.
For COc1ccc(C(=O)NC(=S)Nc2ccc(N3CCOCC3)c(Cl)c2)cc1[N+](=O)[O-] the results were M1AAP inhibition 15%, human PMI inhibition 30%, P. falciparum M17LAP 9%, LYP phosphatase 0%, human PMI inhibitors 12%, ER stress rescue -2.8%, XIAP displacement -9.6%, Myeloid diff MLP inactive, TNAP activation fold 1.2 and Myeloid diff MLP GFP+ MAC1+ % 0.3.
`COc1ccc(C(C)=O)cc1CSc1nnc(C)n1-c1ccccc1` gave M1AAP inhibition 6%, human PMI inhibition -5%, P. falciparum M17LAP -11%, LYP phosphatase -12%, human PMI inhibitors -6%, ER stress rescue -3.1%, XIAP displacement -6.0%, Myeloid diff MLP inactive, TNAP activation fold 1.2 and Myeloid diff MLP GFP+ MAC1+ % 0.4.
For COC(=O)Cc1ccc(NC(=S)N2CCN(c3ccc(F)cc3)CC2)cc1 the results were M1AAP inhibition -3%, human PMI inhibition 13%, P. falciparum M17LAP 0%, LYP phosphatase -2%, human PMI inhibitors 6%, ER stress rescue -2.4%, XIAP displacement -4.7%, Myeloid diff MLP inactive, TNAP activation fold 1.3 and Myeloid diff MLP GFP+ MAC1+ % 2.5.
Screening O=c1c2ccccc2nnn1CSc1nnnn1-c1ccc(O)cc1 returned M1AAP inhibition 4%, human PMI inhibition -8%, P. falciparum M17LAP 5%, LYP phosphatase 1%, human PMI inhibitors -2%, ER stress rescue 0.8%, XIAP displacement -6.2%, Myeloid diff MLP inactive, TNAP activation fold 1 and Myeloid diff MLP GFP+ MAC1+ % 0.5.
Screening O=C1S/C(=C/c2ccccc2)C(=O)N1CC(O)Cn1c2ccccc2c2ccccc21 (stereo not drawn) returned M1AAP inhibition 3%, human PMI inhibition 8%, P. falciparum M17LAP -4%, LYP phosphatase 7%, human PMI inhibitors 8%, ER stress rescue -1.2%, XIAP displacement -5.4%, Myeloid diff MLP inactive, TNAP activation fold 1 and Myeloid diff MLP GFP+ MAC1+ % 0.4.
For CC1(C)CC(=O)C2=C(C1)Nc1ccccc1NC2 the results were M1AAP inhibition 12%, human PMI inhibition -2%, P. falciparum M17LAP 35%, LYP phosphatase -1%, human PMI inhibitors 41%, ER stress rescue 0.1%, XIAP displacement -10%, Myeloid diff MLP inactive, TNAP activation fold 1.1 and Myeloid diff MLP GFP+ MAC1+ % 0.4.
`CCOc1ccc2[nH]c(S(=O)(=O)CC)nc2c1Cl` gave M1AAP inhibition 6%, human PMI inhibition 0%, P. falciparum M17LAP 7%, LYP phosphatase -3%, human PMI inhibitors -5%, ER stress rescue -1.2%, XIAP displacement -5.2%, Myeloid diff MLP inactive, TNAP activation fold 1.1 and Myeloid diff MLP GFP+ MAC1+ % 0.3.
O=C(Oc1ccccc1N1C(=O)C2CC=CCC2C1=O)c1ccc(Br)cc1 (stereo not drawn) was read as M1AAP inhibition 3%, human PMI inhibition 3%, P. falciparum M17LAP 8%, LYP phosphatase 3%, human PMI inhibitors -3%, ER stress rescue 1.0%, XIAP displacement -18%, Myeloid diff MLP inactive, TNAP activation fold 1 and Myeloid diff MLP GFP+ MAC1+ % 0.0.
Cc1nnc(SCC(=O)NNC(=O)c2ccccc2)n1-c1ccccc1 was read as M1AAP inhibition -3%, human PMI inhibition 5%, P. falciparum M17LAP -2%, LYP phosphatase -10%, human PMI inhibitors 6%, ER stress rescue -2.1%, XIAP displacement 4.2%, Myeloid diff MLP inactive, TNAP activation fold 1 and Myeloid diff MLP GFP+ MAC1+ % 0.5.
`CCc1nnc(NC(=O)CSc2nnc(-c3ccc(S(=O)(=O)N4CCCC4)cc3)n2CC)s1` gave M1AAP inhibition 5%, human PMI inhibition -1%, P. falciparum M17LAP -8%, LYP phosphatase -3%, human PMI inhibitors -4%, ER stress rescue -1.9%, XIAP displacement -10%, Myeloid diff MLP inactive, TNAP activation fold 1.1 and Myeloid diff MLP GFP+ MAC1+ % 0.8.
`COc1ccc(/C=C\c2onc(C)c2S(=O)(=O)N2CCC(C(=O)NCc3ccco3)CC2)cc1` gave M1AAP inhibition 6%, P. falciparum M17LAP 0%, LYP phosphatase -1%, Myeloid diff MLP inactive and Myeloid diff MLP GFP+ MAC1+ % 0.7.
`COc1ccc(C(=O)NCC(=O)OCC(=O)NC(=O)NC2CCCCC2)cc1OC` gave M1AAP inhibition 2%, human PMI inhibition -1%, P. falciparum M17LAP 0%, LYP phosphatase 3%, human PMI inhibitors -2%, ER stress rescue -1.0%, XIAP displacement -5.5%, Myeloid diff MLP inactive, TNAP activation fold 0.9 and Myeloid diff MLP GFP+ MAC1+ % 1.3.
Screening CCNC(=O)c1ccc(N(C)S(=O)(=O)c2cccs2)cc1 returned M1AAP inhibition 7%, human PMI inhibition -12%, P. falciparum M17LAP 11%, LYP phosphatase -3%, human PMI inhibitors -9%, ER stress rescue -0.1%, XIAP displacement 0.9%, Myeloid diff MLP inactive, TNAP activation fold 1.2 and Myeloid diff MLP GFP+ MAC1+ % 0.0.
For COc1ccc(C(=O)Nc2cccc(/C=C(\CCC(=O)O)c3nc4ccccc4s3)c2)cc1 the results were M1AAP inhibition 22µM*, P. falciparum M17LAP 30%, LYP phosphatase 4%, Myeloid diff MLP inactive and Myeloid diff MLP GFP+ MAC1+ % 0.5.
Screening CC(C)c1ccc(-c2nnn(CCC#N)n2)cc1 returned M1AAP inhibition 1%, human PMI inhibition 1%, P. falciparum M17LAP -2%, LYP phosphatase -4%, human PMI inhibitors 2%, ER stress rescue 0.2%, XIAP displacement -1.3%, Myeloid diff MLP inactive, TNAP activation fold 1.1 and Myeloid diff MLP GFP+ MAC1+ % 0.8.
COc1cc(NS(=O)(=O)c2ccc(NC(C)=O)cc2)ncn1 was read as M1AAP inhibition -5%, human PMI inhibition -1%, P. falciparum M17LAP -2%, LYP phosphatase -4%, human PMI inhibitors 2%, ER stress rescue -0.5%, XIAP displacement -1.7%, Myeloid diff MLP inactive, TNAP activation fold 1.2 and Myeloid diff MLP GFP+ MAC1+ % 9.0.
For O=C(C1CCCCN1S(=O)(=O)c1ccccc1)N1CCN(Cc2ccccc2)CC1 (stereo not drawn) the results were M1AAP inhibition -2%, human PMI inhibition 4%, P. falciparum M17LAP -2%, LYP phosphatase 0%, human PMI inhibitors -3%, ER stress rescue -0.1%, XIAP displacement 0.5%, Myeloid diff MLP inactive, TNAP activation fold 1.1 and Myeloid diff MLP GFP+ MAC1+ % 4.3.
`COc1ccc(-c2ccc(SCc3cccnc3)nn2)cc1OC` gave M1AAP inhibition 2%, human PMI inhibition 4%, P. falciparum M17LAP 6%, LYP phosphatase -5%, human PMI inhibitors 9%, ER stress rescue 4.3%, XIAP displacement -8.3%, Myeloid diff MLP inactive, TNAP activation fold 0.9 and Myeloid diff MLP GFP+ MAC1+ % 0.0.
For O=C(O)c1cc(-c2ccccc2)n(-c2ccc(Cl)cc2)n1 the results were M1AAP inhibition 2%, human PMI inhibition -19%, P. falciparum M17LAP 26%, LYP phosphatase -4%, human PMI inhibitors -8%, XIAP displacement -3.7%, Myeloid diff MLP inactive, TNAP activation fold 1.1 and Myeloid diff MLP GFP+ MAC1+ % 0.4.
For CNC(=O)COc1ccc(S(=O)(=O)Nc2ccc(C)cc2)cc1 the results were M1AAP inhibition 5%, P. falciparum M17LAP -6%, LYP phosphatase -8%, Myeloid diff MLP inactive and Myeloid diff MLP GFP+ MAC1+ % 0.2.
Screening COCCNC(=O)COc1ccc(Nc2ccccc2)cc1 returned M1AAP inhibition -3%, human PMI inhibition -2%, P. falciparum M17LAP 3%, LYP phosphatase -4%, human PMI inhibitors 9%, ER stress rescue -0.9%, XIAP displacement 2.0%, Myeloid diff MLP inactive, TNAP activation fold 1.1 and Myeloid diff MLP GFP+ MAC1+ % 0.9.
For O=C(NC1C/C(=N/O)c2cc3c(cc21)OCO3)C(F)(F)F (stereo not drawn) the results were M1AAP inhibition 0%, human PMI inhibition -7%, P. falciparum M17LAP -2%, LYP phosphatase 1%, human PMI inhibitors -4%, ER stress rescue -0.6%, XIAP displacement -0.7%, Myeloid diff MLP inactive, TNAP activation fold 1.1 and Myeloid diff MLP GFP+ MAC1+ % 0.8.
For CCOc1ccc(C(=O)Nc2ccc(S(=O)(=O)N3CCOCC3)cc2)cc1OCC the results were M1AAP inhibition -5%, human PMI inhibition 2%, P. falciparum M17LAP 6%, LYP phosphatase -3%, human PMI inhibitors 1%, ER stress rescue 2.9%, XIAP displacement -9.1%, Myeloid diff MLP inactive, TNAP activation fold 1 and Myeloid diff MLP GFP+ MAC1+ % 0.5.

Bioassay records: PubChem BioAssay, several laboratories

Rows were taken by chance (roughly 2.7% active in at least one column).
